# Screening results (PubChem BioAssay)
# NPR1 activator: GC-A (human) enzyme activation. HEK293 GC-A cells, cGMP TR-FRET, EC30 ANP; 0% at EC30 ANP, 100% saturating ANP. activation, % at 10 µM. hit rate 0.14% among 370,000. AID 1671463; in the data active = activation above about 40%
# Target sequence (P16066 whole entry, looked up): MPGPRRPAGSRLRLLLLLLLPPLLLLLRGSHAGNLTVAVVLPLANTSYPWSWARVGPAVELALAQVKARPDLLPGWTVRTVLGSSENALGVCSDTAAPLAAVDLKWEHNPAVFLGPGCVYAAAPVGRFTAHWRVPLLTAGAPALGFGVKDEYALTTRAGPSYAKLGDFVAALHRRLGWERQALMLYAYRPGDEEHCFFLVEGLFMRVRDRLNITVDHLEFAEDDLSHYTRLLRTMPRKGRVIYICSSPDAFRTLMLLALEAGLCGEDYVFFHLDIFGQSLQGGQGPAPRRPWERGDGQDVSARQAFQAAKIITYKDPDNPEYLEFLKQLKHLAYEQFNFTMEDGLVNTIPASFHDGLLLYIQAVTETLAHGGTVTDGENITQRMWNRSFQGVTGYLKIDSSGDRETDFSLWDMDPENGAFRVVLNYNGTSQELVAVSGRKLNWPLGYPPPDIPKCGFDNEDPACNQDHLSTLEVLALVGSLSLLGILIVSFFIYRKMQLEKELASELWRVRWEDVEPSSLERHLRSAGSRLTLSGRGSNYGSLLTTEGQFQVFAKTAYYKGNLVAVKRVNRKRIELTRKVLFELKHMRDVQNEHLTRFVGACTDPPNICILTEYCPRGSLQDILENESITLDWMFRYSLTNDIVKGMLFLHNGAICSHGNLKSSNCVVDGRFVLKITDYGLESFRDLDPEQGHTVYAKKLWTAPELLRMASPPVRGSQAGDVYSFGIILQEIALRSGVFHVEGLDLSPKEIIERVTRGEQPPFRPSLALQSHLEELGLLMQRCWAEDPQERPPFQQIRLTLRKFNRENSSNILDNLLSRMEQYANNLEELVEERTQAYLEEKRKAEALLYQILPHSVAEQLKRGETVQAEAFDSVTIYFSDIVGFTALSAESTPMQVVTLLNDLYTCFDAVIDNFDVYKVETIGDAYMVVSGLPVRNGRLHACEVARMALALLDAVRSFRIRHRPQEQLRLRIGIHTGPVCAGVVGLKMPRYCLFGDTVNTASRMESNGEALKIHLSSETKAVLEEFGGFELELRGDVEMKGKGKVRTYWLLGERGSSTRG
# hcDAF-12 act: activators of H. contortus DAF-12 nuclear receptor | activation, % at 6.8 µM | HEK293 hcDAF-12 lit1-tk-luc reporter, luminescence; 0% DMSO, 100% Δ7-dafachronic acid | hit rate 1.4% among 370,000 | AID 652067;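 active = activation above the mean of all tested compounds plus 3 SD, cut at about 5.5% in these data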;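 note: 100% = response to 3 µM Δ7-dafachronic acid high control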
# DAX1 inh-1: inhibitors of human orphan nuclear receptor DAX1 (NR0B1); P51843; HEK293 Gal4-DAX1 luciferase reporter, luminescence; inhibition, % at 6.75 µM; hit rate 0.99% among 340,000; AID 504766;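 active = inhibition above the mean over all tested compounds plus 3 SD, cut at about 4.2% in these data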;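 note: 0% = DAX1-transfected cells with DMSO and 100% = empty-vector control cells with DMSO; inhibition shows as a rise in luminescence from relieved DAX1 repression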
# NPR2 activator: GC-B (human) receptor activation | P20594 | HEK293-GC-B cells, CNP EC30, cGMP TR-FRET; 0% at EC30 CNP, 100% saturating CNP | activation, % at 10 µM | hit rate 0.11% among 370,000;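 active = activation at 10 µM reaching about 35% in either raw or pattern-adjusted values, limit read from the data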
# sPLA2-III inh: Blocks human group III sPLA2 activity | hit rate 0.56% among 370,000 | Q9NZ20 | QFRET BODIPY PC-A2 liposome hydrolysis, fluorescence | inhibition, % at 12.2 µM | AID 743126;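 active = inhibition above mean plus 3 SD of compounds lying within the high and low control bounds, cut at about 19% in these data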;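 note: 0% = median of test compound wells and 100% = no enzyme DMSO wells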
# GAA850 FXN act: frataxin GAA850 promoter activation | activation, % at 6 µM | AID 540364 | HEK293 lucGAA850 FXN promoter luciferase reporter, 24 h; percent of 10 µM SAHA response | hit rate 0.56% among 360,000;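 active = activation above the average of all compounds screened plus 3 SD, cutoff fixed separately per campaign, cut at about 7.5% in these data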;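 note: 0% = DMSO wells and 100% = 10 µM SAHA wells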
# proKLK7 act: proKLK7 (human) activation, primary screen. AID 652039. purified proKLK7, EDANS-DABCYL substrate fluorescence; 100% is mature enzyme control, 0% vehicle. P49862. activation, % at 7 µM. hit rate 0.9% among 370,000;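 active = activation above the mean of all tested compounds plus 3 SD, computed per campaign excluding outliers beyond control limits, cut at about 13% in these data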
# SMARCA2 activ: activators of SMARCA2 function; MG213 cells, MMTV-luciferase reporter, dexamethasone, overnight; activation, % at 9.1 µM; hit rate 1% among 370,000; AID 652017; in the data active = activation above about 7.8%;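 note: 0% = vehicle wells and 100% = reference activator wells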
# ssDAF-12 act: activators of S. stercoralis DAF-12 nuclear receptor; HEK293 ssDAF-12/GRIP1 lit1-tk-luc reporter, luminescence; % of 3 µM dafachronic acid response; activation, % at 6.8 µM; hit rate 1% among 370,000; AID 652126;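 active = activation above the mean over all tested compounds plus 3 SD, cut at about 0.9% in these data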;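 note: 0% = DMSO-only wells and 100% = 3 µM delta7-dafachronic acid wells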
# DAX1 inh-2: inhibitors of DAX1 repression of SF-1 activated StAR promoter; inhibition, % at 6.8 µM; hit rate 1.1% among 370,000; HEK293T StAR-luciferase reporter, SF-1/DAX-1 repression relief; AID 652010;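 active = inhibition above the mean over all tested compounds plus 3 SD, cut at about 3.6% in these data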;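 note: 0% = DAX-1 cells with DMSO and 100% = cells lacking DAX-1 with DMSO; higher inhibition means more luminescence from relief of DAX-1 repression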
# hgDAF-12 ag: activates the H. glycines DAF-12 receptor ligand-binding domain; HEK293 GAL4-hgDAF12 UAS-luciferase reporter, agonist luminescence; normalized to butyrate control; activation, % at 6.8 µM; hit rate 1.8% among 370,000;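 active = activation above a cutoff set at the mean of all screened compounds plus 3 SD, cut at about 10% in these data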;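 note: 0% = DMSO wells and 100% = sodium butyrate wells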
# Numbers without * were called inactive; / = not tested or not shown.
SMILES,NPR1 activator,hcDAF-12 act,DAX1 inh-1,NPR2 activator,sPLA2-III inh,GAA850 FXN act,proKLK7 act,SMARCA2 activ,ssDAF-12 act,DAX1 inh-2,hgDAF-12 ag
CC(C)n1c(CN2CCN(Cc3ccccc3)CC2)nc2ccccc21,-6,-0.4,-0.6,-3,-3,0.2,0.0,-4,-1.5,0.2,-1.3
CC(=O)COc1ccc(-c2csnn2)cc1,2,0.0,0.7,0,5,2.6,0.3,2,-1.3,0.6,0.7
CC(=O)N(C)c1ccc(OCC(O)COc2ccc(N(C)C(C)=O)cc2)cc1,1,-1.3,0.0,5,13,1.5,0.0,-3,-0.9,0.0,2.3
CC(C)CSc1oc(-c2ccco2)nc1S(=O)(=O)c1ccccc1,-3,-2.7,-2.7,2,5,3.2,-0.1,-5,-2.2,-0.3,-4.3
Cn1c(=O)c2cc(S(=O)(=O)NC(C(=O)Nc3cccnc3)c3ccccc3)ccc2n(C)c1=O (stereo not given),-2,1.5,0.1,-2,0,-1.9,0.7,10*,-0.6,0.1,0.5
O=C(Cn1c(=O)sc2ccccc21)Nc1ccc(O)cc1,1,5.1,2.0,9,-28,-0.2,-0.2,0,0.7,0.2,0.7
COc1ccc(C(C)=O)cc1Cn1cnc2c(cnn2C)c1=O,4,0.4,1.1,-4,-1,0.6,-0.8,1,-0.9,0.3,2.1
O=C([O-])c1cc(-c2ccccc2)cc(-c2ccccc2)[n+]1Cc1ccccc1,-6,-2.7,/,-10,1,/,0.1,-1,-2.0,-1.4,-2.5
CCN1CCN(S(=O)(=O)c2cccs2)CC1,0,-0.4,-0.3,0,3,1.0,-0.4,-3,0.2,-0.5,-0.5
CCOc1ccccc1OCC(=O)Nc1nnc(C)s1,3,0.1,0.0,-1,-5,-2.1,-0.6,-1,-1.0,0.0,-1.8
Cc1cc(OCC(=O)NCCN2CCOCC2)c2c(C)c(C)c(=O)oc2c1,0,0.5,-0.3,-1,6,-1.2,7.5,-1,-0.6,0.3,-2.8
O=C(c1cccc(S(=O)(=O)N2CCN(c3ccccc3)CC2)c1)N1CCCCCCC1,2,-2.2,-2.5,7,1,-0.2,0.6,-3,-2.0,-2.8,-3.9
CCCCOc1ccc(N(CC(=O)NC(C)(C)C)C(=O)CCC(=O)Nc2nccs2)cc1,-1,0.4,-1.3,-4,4,-0.7,0.2,-3,-1.7,-0.7,-2.3
Cc1ccc(S(=O)(=O)NCC(=O)OCC(=O)c2ccc(Cl)s2)cc1,-5,0.2,0.2,-4,-6,4.5,0.1,-2,-0.6,0.5,-0.9
O=c1oc2ccccc2cc1-c1cn2ccccc2n1,3,3.5,-3.7,-5,4,-8.5,1.1,0,-0.1,0.1,6.8
FC(F)(F)c1cccc(NC(=S)OC2CCC23CCC(c2ccccc2)CC3)c1 (stereo not given),0,-0.7,/,-3,-7,/,/,/,-0.8,/,2.7
COc1ccccc1OCC(=O)Sc1ccc(C)cc1,2,-0.8,0.8,-3,4,0.5,0.1,0,-0.5,-0.3,2.3
CN(C)CCNC(=O)c1ccc(Cl)c2cc3ccccc3nc12,-16,14*,1.8,-11,-16,23*,6.3,56*,2.7*,-3.8,-1.7
COc1ccc(S(=O)(=O)Nc2cc3c4c(c2)CC(=O)N4CCC3)cc1C,-5,-1.1,0.6,-6,-34,2.9,0.5,-2,-1.2,-1.2,-0.7
Cc1ccc(S(=O)(=O)NCCN=Cc2ccc(N(C)C)cc2)cc1,0,0.8,0.5,3,-2,-0.5,-1.1,2,-1.3,0.7,0.6
Cc1ccc(N(CC(=O)NC2CC2)S(=O)(=O)c2ccccc2)c(C)c1,-5,-2.7,1.1,-5,-1,-1.4,0.2,-2,-1.0,0.1,0.5
Cn1cc(/C=C2/SC(=O)N(CC(=O)Nc3ccc4c(c3)OCO4)C2=O)c2ccccc21,4,-0.9,0.5,-1,-3,-1.2,0.1,-5,-1.6,0.0,3.0
CCCc1cc(-c2nc(-c3ccc(Br)cc3)cs2)ccn1,-2,-1.1,2.6,-3,5,1.6,-1.6,-1,-0.2,0.2,-0.2
CC(C)(C)NC(=O)NC(=O)Cn1ccsc1=N,5,-2.5,2.4,-1,14,-1.1,0.5,-3,-0.6,-0.2,-0.1
Cc1cc(C)cc(NC(=S)NCc2ccc3[nH]c4c(c3c2)CCCC4)c1,2,-2.6,-2.2,12,-4,-1.7,1.2,-1,-1.4,-1.7,-1.0
SMILES,NPR1 activator,hcDAF-12 act,DAX1 inh-1,NPR2 activator,sPLA2-III inh,GAA850 FXN act,proKLK7 act,SMARCA2 activ,ssDAF-12 act,DAX1 inh-2,hgDAF-12 ag
COc1ccc(OC)c(C(O)CNC(=O)CN)c1 (stereo not given),4,-2.4,-1.2,1,-2,2.7,-0.5,6,-0.4,0.1,-0.1
COc1ccccc1NC(=O)C1CCCN1C(=O)Nc1ccc(F)cc1 (stereo not given),3,-0.1,-2.4,-4,6,0.3,0.1,-2,-1.2,-0.3,1.1
O=C(CSc1nnc(CNC(=O)c2ccc(F)cc2)o1)NCc1ccccc1,-1,-0.4,0.1,1,-2,2.0,-0.4,1,-0.5,-0.1,0.5
O=C1CC(c2ccccc2)=NN1c1ccc([N+](=O)[O-])cc1,2,0.4,-0.7,2,-5,-1.2,-0.8,-2,-1.5,2.6,-1.6
Cn1c(-c2ccccc2)cc(=NNS(C)(=O)=O)c2cc(S(=O)(=O)O)ccc21,-1,-0.5,1.4,0,2,0.3,-0.1,4,-1.3,0.4,-1.7
CN(c1cccc(NC(=O)CCSc2ccccc2)c1)S(C)(=O)=O,2,-0.4,-0.9,2,-8,-1.3,0.2,2,-1.6,0.1,1.3
CCCCCCCCN1C(=O)[C@H](CC(=O)NCC23CC4CC(CC(C4)C2)C3)C[C@@]2(C(=O)OCC)CCCC=C12,-4,1.8,/,3,8,/,0.2,-5,-0.9,0.2,1.3
CCOC(=O)N1CCC(NC(=O)C2CCN(S(=O)(=O)c3cccs3)CC2)CC1,2,-1.0,1.6,2,0,-0.9,-0.2,-3,-1.6,-0.4,0.2
CC(C)(O)[C@H](O)Cc1cc2ccc(=O)oc2cc1O[C@@H]1O[C@H](CO)[C@@H](O)[C@H](O)[C@H]1O,-2,-0.9,-1.2,8,1,-1.0,0.6,0,-0.9,0.2,1.3
Cc1ccc2c(c1)sc(=NC(=O)c1cccs1)n2C,3,7.9*,-4.1,-4,-3,-4.9,-2.6,0,1.6*,2.2,15*
COc1cc(-c2cc(C(=O)Nc3cc(S(=O)(=O)N4CCOCC4)ccc3C)c3ccccc3n2)cc(OC)c1OC,3,-0.9,-0.9,10,-8,-7.0,211*,-4,-1.7,-4.8,-5.1
Cc1ccc(C(C)C)c(OCC(=O)NNC(=O)CC2OC(=O)c3ccccc32)c1 (stereo not given),3,-0.6,4.2*,0,-18,-0.3,0.0,0,-0.1,-0.6,2.2
CN(CCc1ccccn1)C(=O)Nc1cc(Cl)cc(Cl)c1,-3,-1.1,2.5,-5,-3,-1.5,0.2,-2,-1.8,-0.2,3.9
Cc1ccc(N(CC(=O)NCc2ccco2)C(=O)CCC(=O)Nc2ccccn2)cc1C,2,-1.7,0.7,-1,1,0.5,-0.1,3,-0.9,-1.1,1.7
CCN(CC)CCCN(C(=O)c1ccco1)c1nc(-c2ccc(C)cc2)cs1,-12,-0.1,-0.7,-9,-1,0.0,-0.1,5,-1.5,-0.1,2.2
Cc1ccccc1C(=O)Nn1cnc2ccccc2c1=O,-3,9.8*,1.1,3,-1,7.0,0.1,4,1.7*,1.0,15*
Cc1occc1C(=O)N1CCCC(CCC(=O)NCc2ccc(F)c(F)c2)C1 (stereo not given),-3,-0.4,0.0,1,-4,-2.0,0.8,1,-1.0,-0.5,0.3
CCCCN(CC(=O)Nc1cccc(S(=O)(=O)N2CCCC2)c1)Cc1nc2ccccc2c(=O)[nH]1,14,-1.5,-0.7,10,-6,-5.6,-0.3,-4,-1.8,0.9,-1.1
O=C1c2ccccc2C(=O)N1CC1=NCCc2ccccc21,0,4.6,0.0,-3,6,2.7,-0.2,4,0.0,2.2,8.1
O=C(CCN1C(=O)c2ccccc2S1(=O)=O)Nc1ccccc1F,-4,-1.6,-0.2,9,-3,-0.1,-0.2,-3,-0.4,1.8,-2.0
CCCCCCCCN1C(=O)[C@@H](CC(=O)N2CCN(C(=O)c3ccco3)CC2)C[C@@]2(C(=O)OC)C1=C[C@H](COCc1ccccc1)O[C@@H]2C,4,-2.4,/,5,-10,/,1.5,-1,-0.9,1.2,1.9
O=C(CCNS(=O)(=O)c1ccc(Br)cc1)NCc1ccco1,-1,1.2,-0.3,2,-6,1.3,1.1,1,-1.3,0.0,1.9
COc1ccc(C(C(=O)NCc2ccccc2)N(Cc2ccco2)C(=O)c2snc(C(N)=O)c2N)cc1OC (stereo not given),-12,-1.0,-0.5,-14,-5,-3.3,-1.0,-2,-1.1,-0.5,-1.8
COC(=O)C1=C(C)N(Cc2ccccc2C(F)(F)F)C(=NCc2ccccc2)NC1c1ccc(F)cc1 (stereo not given),-20,-0.1,/,-15,-9,/,0.6,0,-0.9,-0.1,1.9
COc1ccc(-c2cc3ccc(OCc4nn[nH]n4)cc3oc2=O)cc1OC,18,-0.9,0.0,1,-6,-0.4,-25,6,-1.3,-0.1,1.8
SMILES,NPR1 activator,hcDAF-12 act,DAX1 inh-1,NPR2 activator,sPLA2-III inh,GAA850 FXN act,proKLK7 act,SMARCA2 activ,ssDAF-12 act,DAX1 inh-2,hgDAF-12 ag
Cn1c(CCC(=O)O)nc2cc(S(=O)(=O)N3CCCCC3)ccc21,3,-2.2,1.9,4,-7,0.8,0.0,11*,-0.8,1.2,1.3
CN1C(=O)c2oc3ccccc3c(=O)c2C1c1cccnc1 (stereo not given),1,-1.9,1.1,-3,1,0.7,0.6,-4,-1.1,-0.3,-0.8
CCN(CC)S(=O)(=O)c1ccc(/C=C/C(=O)Nc2ccc(F)c(F)c2F)cc1,-2,-4.2,-4.9,1,-10,-0.3,-0.7,-8,-2.5,-2.6,-4.9
NS(=O)(=O)c1ccc(CCNC(=O)CCc2nc3sc4c(c3c(=O)[nH]2)CCCC4)cc1,5,-0.2,0.8,0,0,-0.4,-0.5,-1,-0.9,0.6,3.1
Cc1ccccc1-n1cc(C(=O)c2cc(Cl)ccc2O)cc(C#N)c1=O,-3,-0.1,-1.0,-3,-25,-1.1,0.4,-1,-1.3,-0.6,1.7
CC1CC(c2ccccc2)n2nc(N3C(=O)c4ccccc4C3=O)nc2N1 (stereo not given),-14,-0.8,-0.1,-3,4,-2.6,0.8,2,-0.9,-0.1,2.3
COC(=O)C(C)Sc1nc2c(c(=O)n(C)c(=O)n2C)n1Cc1cccc(C)c1 (stereo not given),4,-2.2,1.9,5,0,-0.5,0.2,1,-0.8,-0.1,1.8
O=C(NCC1CCCO1)c1nc(Cn2ccc([N+](=O)[O-])n2)no1 (stereo not given),0,-1.5,1.9,1,1,0.3,-0.2,0,-1.0,0.1,-1.8
